# mIAP activ: increases mouse intestinal alkaline phosphatase activity; muIAP, CDP-Star luminescence, 30 min; stronger effect = higher value; 1 = vehicle-only enzyme signal, 0 = enzyme-free wells; activation factor at 10 µM; 330,000 compounds, 0.24% hits;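 active = activation factor of at least 2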; note: the source names both 10 and 20 µM as test concentration; values of inactives mirror those of a sister screen read the other way
#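 also added = chemiluminescent substrate CDP-Star | test system = mouse IAP enzyme | signal = chemiluminescence readout | compound = DMSO-dissolved test compounds | incubation = 30 min at room temperature | benchmarks = DMSO wells, no-enzyme wells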
# NR3A LBD binder: NR3A (human) ligand-binding domain modulation. Tm shift relative to glycine control, % at 25 µM. 340,000 compounds, 2.5% hits. NR3A LBD differential scanning fluorimetry, Tm shift; 0% = protein alone, 100% = glycine-bound protein. AID 1259313;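 active = melting temperature shift of at least 10% of the positive control shift, at one fixed dose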
# hIAP block: human IAP inhibition; P09923; purified IAP, CDP-Star luminescence, 30 min; inhibition, % at 10 µM; 330,000 compounds, 0.12% hits; AID 2544;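 active = inhibition reaching a set limit with compound at 10 µM in the primary screen, cut at about 35% in these data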;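 note: plate controls were DMSO wells with enzyme for no effect and no-enzyme buffer wells for full effect; values of inactives mirror those of a sister screen read the other way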
# MPTP block: blocks calcium-induced mitochondrial swelling; 360,000 compounds, 1.4% hits; isolated mouse mitochondria, Ca2+ swelling absorbance, 30 min; inhibition, % at 10 µM;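 active = inhibition of 50% or more, scaled per plate between neutral and stimulator controls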;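 note: 0% = DMSO wells given calcium and 100% = 1 mM EGTA wells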
# MIN6 prolif: induces beta-cell replication in MIN6 cells; MIN6 cells proliferation, ATPlite luminescence, 48 h; cells starved in 0.2% serum; 100% = growth in 10% serum; 330,000 compounds, 0.29% hits; proliferation, % at 10 µM; AID 2380;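 active = compounds whose signal lies at least 3.5 SD above the mean of all wells on their plate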;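 note: 0% = DMSO-treated cells in low-serum medium and 100% = 10% serum control; some compounds called inactive have numbers as strong as hits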
# A3A deaminase: blocks human APOBEC3A ssDNA deamination. P31941. recombinant A3A, FAM/TAMRA ssDNA deamination fluorescence. inhibition, % at 20 µM. 330,000 compounds, 0.41% hits;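 active = at least 40% inhibition at 20 µM here, with at most 30% in a related deaminase screen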;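 note: plate controls were A3A with DMSO for no effect and wells lacking A3A enzyme for full effect; some results filed as inactive read as strong as hits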
# Target sequence (P31941 whole entry, looked up): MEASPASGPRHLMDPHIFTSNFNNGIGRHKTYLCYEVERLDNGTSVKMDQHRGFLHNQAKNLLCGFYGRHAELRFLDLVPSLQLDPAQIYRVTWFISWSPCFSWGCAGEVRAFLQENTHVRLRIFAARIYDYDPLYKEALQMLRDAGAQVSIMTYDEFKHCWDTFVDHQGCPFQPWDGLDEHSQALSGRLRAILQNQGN
# hIAP act: human IAP activation; purified human IAP, CDP-Star luminescence, 30 min; stronger effect = higher value; 1 = vehicle-only enzyme, 0 = enzyme-free background; activation factor at 10 µM; 330,000 compounds, 0.16% hits; AID 2524;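 active = activation factor of the enzyme at least 2-fold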; note: the source names both 10 and 20 µM as test concentration; values of inactives mirror those of a sister screen read the other way
# mIAP block: mouse IAP inhibition. purified mouse IAP, CDP-Star luminescence, 30 min. inhibition, % at 10 µM. 330,000 compounds, 0.2% hits;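 active = inhibition of at least 40% at 10 µM in the primary screen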;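 note: plate controls were DMSO with enzyme for no effect and no enzyme wells for full effect; values of inactives mirror those of a sister screen read the other way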
# A3G deaminase: APOBEC3G (human) deaminase inhibition. Q9HC16. recombinant A3G, ssDNA deamination FAM/TAMRA fluorescence. inhibition, % at 20 µM. 330,000 compounds, 0.28% hits;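 active = inhibition of at least 40% at 20 µM, with no more than 30% in the related APOBEC3A deaminase screen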;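 note: plate controls were DMSO wells with A3G for no effect and wells lacking A3G enzyme for full effect; some compounds called inactive have numbers as strong as hits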
# Target sequence (Q9HC16 whole entry, looked up): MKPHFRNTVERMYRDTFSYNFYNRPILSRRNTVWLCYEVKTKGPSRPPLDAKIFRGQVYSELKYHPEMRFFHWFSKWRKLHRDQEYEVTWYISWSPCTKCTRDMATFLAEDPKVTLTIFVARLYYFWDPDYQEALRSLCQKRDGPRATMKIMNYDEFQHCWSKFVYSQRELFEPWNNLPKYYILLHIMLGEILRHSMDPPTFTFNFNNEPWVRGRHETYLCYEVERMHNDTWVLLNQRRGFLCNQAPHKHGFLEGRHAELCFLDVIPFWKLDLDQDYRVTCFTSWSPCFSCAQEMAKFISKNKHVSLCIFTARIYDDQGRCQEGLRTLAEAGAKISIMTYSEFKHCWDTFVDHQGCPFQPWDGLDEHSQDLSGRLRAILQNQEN
# The depositor's hits bear a star; . = no result given.
# The opening two entries, ahead of the listing:
SMILES,mIAP activ,NR3A LBD binder,hIAP block,MPTP block,MIN6 prolif,A3A deaminase,hIAP act,mIAP block,A3G deaminase
COc1ccc(OC)c(CCNC(=O)Cn2cccc2C(=O)c2ccccc2C)c1,0.94,-1,0,-0.5,-2,1,1,6,-6
CSCCC(NC(=O)c1ccc([N+](=O)[O-])cc1Cl)C(=O)OCC(=O)C12CC3CC(CC(C3)C1)C2 (centres undefined),0.96,-2,0,6.0,-5,-6,1,4,-1

# The whole of this part, previewed entries included:
SMILES,mIAP activ,NR3A LBD binder,hIAP block,MPTP block,MIN6 prolif,A3A deaminase,hIAP act,mIAP block,A3G deaminase
COc1ccc(OC)c(CCNC(=O)Cn2cccc2C(=O)c2ccccc2C)c1,0.94,-1,0,-0.5,-2,1,1,6,-6
CSCCC(NC(=O)c1ccc([N+](=O)[O-])cc1Cl)C(=O)OCC(=O)C12CC3CC(CC(C3)C1)C2 (centres undefined),0.96,-2,0,6.0,-5,-6,1,4,-1
COCC1CCN(C(=O)C2CCC(=O)N(Cc3cccc(C(F)(F)F)c3)C2)CC1 (centres undefined),1.1,0,-5,0.7,0,-1,1,-6,-4
O=C(COc1ccc(Br)cc1)OCc1nnc(-c2ccccc2)o1,0.95,3,15,-0.4,2,5,0.85,5,2
CCCc1c(C(=O)N/N=C/c2cccs2)nnn1-c1nonc1N,0.88,17*,-7,-2.6,3,9,1.1,12,3
Cc1cc(NC(=O)CSc2nnc(COc3ccccc3)o2)no1,1,-7,-31,-1.4,-2,-2,1.3,-3,4
Cc1ccc(-c2nc(CSCC(=O)N3CCCC3)c(C)o2)cc1,1,-1,-6,1.9,1,-3,1.1,0,-5
O=C(Cc1ccccc1)Nc1c(C(=O)N2CCOCC2)cnn1-c1ccccc1,1.1,2,-5,0.3,-3,7,1.1,-6,6
CCC(CC)NCC(O)COc1ccc(Br)cc1 (centres undefined),0.97,1,12,1.8,-1,-4,0.88,3,-7
CCOc1ccc(NC(=O)COc2ccc(S(=O)(=O)N3CCCC3)cc2)cc1,0.96,-1,8,0.9,0,3,0.92,4,-1
COc1ccc(-n2c(SCC(=O)N3CCOCC3)nc3ccccc3c2=O)cc1,0.92,2,-20,-0.3,3,-4,1.2,8,-9
Clc1ccc(-c2nnc(-c3ccc(Br)o3)o2)c(Cl)c1,1.1,-2,-2,-1.1,0,1,1,-8,0
Cc1cc(NC(=O)CSc2nnc(C)c(=O)n2N)no1,1,-2,-10,0.7,-2,0,1.1,0,-7
Clc1ccc(CO/N=C2\CCCc3nonc32)c(Cl)c1,0.86,-7,-2,1.3,-2,-3,1,14,-8
O=C(Nc1nnc(Cc2ccccc2)s1)C1CCC1,1.1,-1,32,-1.6,-2,-1,0.68,-6,0
CCC(=O)NC1CC2CCCC(C1)N2Cc1ccc(C)cc1 (centres undefined),0.89,0,-10,11,0,2,1.1,11,1
CNC(=O)CCn1nc(-c2ccc(Cl)cc2)c2ccccc2c1=O,0.93,1,1,4.1,-2,-1,0.99,7,-4
CC(NC(=S)NC(=O)c1cccs1)c1ccccc1 (centres undefined),0.95,1,-10,1.3,-5,-1,1.1,5,0
CC(=O)c1cc(F)ccc1OCC(=O)N1CCN(c2ccc(F)cc2)CC1,0.91,1,-1,1.7,-1,2,1,9,-6
Cc1ccc(-c2cc(N)n(Cc3ccc(Cl)cc3)n2)cc1,1,-4,-2,-0.6,-1,0,1,-4,0
CCCCn1c(CNC(C)=O)nc2ccccc21,1.1,0,14,-0.6,0,0,0.86,-11,-6
Cc1c(NC(=O)N(C)c2ccccc2)c(=O)n(-c2ccccc2)n1C,1,0,-4,-0.1,0,-1,1,-2,-2
O=C(O)c1ccc(-n2ncc3c2/C(=C/c2cccc([N+](=O)[O-])c2)CC3)cc1,0.89,-1,-9,4.6,-4,3,1.1,11,-6
Cc1ccc(N2CCN(S(=O)(=O)c3c(C)nc4scc(C)n4c3=O)CC2)c(C)c1,0.97,-15,6,-0.3,-3,-3,0.94,3,-4
CC(=O)c1cc(C#N)c(N2CCCC2)nc1C,1,-2,0,2.5,-3,-2,1,0,-4
Cc1nc2cc(NC(=O)N3CC4(C)CC3CC(C)(C)C4)ccc2n1C (centres undefined),1,4,5,1.0,1,-5,0.95,-2,-9
Cc1ccc(/C=N\NC(=O)CNC(=O)C23CC4CC(CC(C4)C2)C3)o1,1,2,-45,-1.5,0,2,1.4,-1,-2
Cc1cc(S(=O)(=O)N2CCCC2)c(C)s1,0.98,5,6,2.4,-1,-2,0.94,2,-4
O=C(CC12CC3CC(CC(Br)(C3)C1)C2)NCc1ccccc1,1,-6,-1,0.1,-1,-3,1,-5,-7
COc1ccccc1CN1CC(C(=O)NCc2c(F)ccc(C)c2F)CCC1=O (centres undefined),1.1,0,-5,0.2,-1,-8,1.1,-6,-6
Cc1cc(NC(=O)CSCC(=O)OCc2nnc(-c3ccc(F)cc3)o2)no1,0.89,1,-14,-1.8,-1,-3,1.1,11,-6
N#Cc1c(-c2cccs2)nc(SCC(=O)c2ccc(Br)cc2)[nH]c1=O,0.91,4,7,54*,-4,-4,0.93,9,-6
Cc1sc(NC(=O)c2ccco2)c(CN2CCCCC2)c1C,0.92,-1,12,-0.1,1,2,0.88,8,0
O=C(NNC(=O)c1cc(O)c(O)c(O)c1)NC1CCCCC1,0.71,0,-1,-3.5,-5,-1,1,29,1
CC1(C)Cc2c(sc(NC(=O)c3ccc(C(=O)c4ccccc4)cc3)c2C(N)=O)C(C)(C)N1,0.85,-8,-13,1.0,-7,-3,1.1,15,-3
CCN(C(=O)COC(=O)c1ccco1)c1c(N)n(Cc2ccccc2)c(=O)[nH]c1=O,0.93,-2,-5,-0.4,-1,11,1,7,2
COc1ccc(CNC(=O)N2CCN(S(=O)(=O)c3ccccc3F)CC2)cc1,0.98,0,-1,-0.7,4,-4,1,2,-9
c1ccc(Oc2nc(-c3ccccn3)nc3ccccc23)cc1,0.88,0,-22,0.8,-2,2,1.2,12,4
NC(=O)CN1C(=O)C(=O)N(Cc2ccc(F)cc2)C1=O,1,1,3,-1.3,-2,5,0.97,-4,35
Cc1ccc(SCCC(=O)Nc2nccs2)cc1,0.95,0,15,0.9,-1,-1,0.85,5,-6
COc1cc(CC(=O)NC(c2ccccc2)c2ccccc2)cc(OC)c1OC,1.1,-1,3,0.0,0,4,0.97,-11,1
CCOC(=O)CN1C(=O)S/C(=C/c2ccco2)C1=O,0.95,0,5,-1.4,-1,-3,0.95,4,-4
COc1ccccc1N1CCN(/N=C/c2ccccc2C(=O)O)CC1,0.99,2,-4,-0.2,5,-3,1,1,-2
CCOc1cc(/C=C2/SC(=S)N(CC3CCCO3)C2=O)ccc1O (centres undefined),0.78,3,21,3.7,-2,-4,0.79,22,-10
C=CCOc1ccc(Br)cc1CNC(C)(C)C,0.96,0,4,0.2,2,-4,0.95,4,-6
Cc1cc(=O)[nH]c(-n2ncc(C#N)c2N)n1,0.93,-2,7,-2.5,0,4,0.93,7,-1
CC(NC(=O)c1ccc(F)cc1F)C1CC2CCC1C2 (centres undefined),0.97,-1,2,-1.2,0,-5,0.98,3,0
CC1CCN(C(=O)C2CCN(S(=O)(=O)c3cccs3)CC2)CC1,1,-2,-5,-0.8,-1,-3,1.1,0,-3
NC(=O)Cn1cnc2nc3n(c2c1=O)CCC3,1,1,-19,0.9,-6,-7,1.2,-4,-4
Cc1[nH]c2ccccc2c1CC#N,1.1,1,-8,3.1,2,-4,1.1,-5,-10
COc1ccccc1NC(=O)c1ccc[n+]([O-])c1,0.95,-1,13,0.1,-1,-4,0.87,5,-11
COc1ccc(CCNC(=O)C2CC(=O)N(CCc3ccc(C)cc3)C2)cc1OC (centres undefined),1.1,-1,-3,0.0,-2,0,1,-9,-5
Cc1cccc(C(=O)N[C@H](C(=O)Nc2ccc(C)c(S(=O)(=O)N3CCOCC3)c2)C(C)C)c1,1.2,0,-7,0.9,-1,4,1.1,-22,23
O=C(NCc1ccccn1)C1CCCN(S(=O)(=O)c2ccc(Br)cc2)C1 (centres undefined),0.95,-3,5,-1.8,5.8*,-3,0.95,5,-8
Clc1ccc(-c2csc(-c3ccncc3)n2)cc1,1,-9,16,-0.9,0,0,0.84,-1,-4
Cc1cccc(NC(=O)CSCC(=O)Nc2cccc3ncccc23)c1,1,0,-3,0.4,-2,3,1,-2,-3
Cc1ccc(N(CC(=O)NC2CCC(C)CC2)S(=O)(=O)c2cccnc2)cc1 (centres undefined),1.1,-3,-3,-2.4,-2,2,1,-14,17
O=C(O)CCC(=O)c1cccc2ccccc12,1.1,0,-2,-0.8,-3,0,1,-11,-2
COc1ccc(/C=C2/N=C(c3cccs3)OC2=O)cc1OC(C)C,0.83,0,9,4.0,-3,-4,0.91,16,-6
CCOc1cc(NC(=O)c2ccco2)c(OCC)cc1NC(=O)COc1ccccc1,0.93,2,-9,0.5,-2,0,1.1,7,-9
# New compounds follow
SMILES,mIAP activ,NR3A LBD binder,hIAP block,MPTP block,MIN6 prolif,A3A deaminase,hIAP act,mIAP block,A3G deaminase
Cc1ccc(Cn2c(=O)c3ccccc3n3nc(C)cc23)cc1,1,-8,-2,1.2,1,-6,1,-4,7
c1ccc(COc2ccc(-c3sc(Nc4ccccc4)n[n+]3-c3ccccc3)cc2)cc1,1.1,.,-12,.,-9,0,1.1,-6,-4
Cc1ccc(S(=O)(=O)N2CCCC2C(=O)Oc2ccccc2)cc1 (centres undefined),0.97,-2,-7,0.2,-2,3,1.1,3,-3
COCCNC(=O)/C(C#N)=C/c1c(N2CCN(c3ccccc3)CC2)nc2ccccn2c1=O,1,1,11,-0.5,-2,-4,0.89,-4,-8

# Arranged by length of the SMILES (falling): some entries from above.
SMILES,mIAP activ,NR3A LBD binder,hIAP block,MPTP block,MIN6 prolif,A3A deaminase,hIAP act,mIAP block,A3G deaminase
COCCNC(=O)/C(C#N)=C/c1c(N2CCN(c3ccccc3)CC2)nc2ccccn2c1=O,1,1,11,-0.5,-2,-4,0.89,-4,-8
c1ccc(COc2ccc(-c3sc(Nc4ccccc4)n[n+]3-c3ccccc3)cc2)cc1,1.1,.,-12,.,-9,0,1.1,-6,-4
Cc1ccc(N(CC(=O)NC2CCC(C)CC2)S(=O)(=O)c2cccnc2)cc1 (centres undefined),1.1,-3,-3,-2.4,-2,2,1,-14,17
COc1ccc(CCNC(=O)C2CC(=O)N(CCc3ccc(C)cc3)C2)cc1OC (centres undefined),1.1,-1,-3,0.0,-2,0,1,-9,-5
CCOc1cc(NC(=O)c2ccco2)c(OCC)cc1NC(=O)COc1ccccc1,0.93,2,-9,0.5,-2,0,1.1,7,-9
COc1ccc(/C=C2/N=C(c3cccs3)OC2=O)cc1OC(C)C,0.83,0,9,4.0,-3,-4,0.91,16,-6
Cc1cccc(NC(=O)CSCC(=O)Nc2cccc3ncccc23)c1,1,0,-3,0.4,-2,3,1,-2,-3
Cc1ccc(Cn2c(=O)c3ccccc3n3nc(C)cc23)cc1,1,-8,-2,1.2,1,-6,1,-4,7
COc1ccccc1NC(=O)c1ccc[n+]([O-])c1,0.95,-1,13,0.1,-1,-4,0.87,5,-11
Clc1ccc(-c2csc(-c3ccncc3)n2)cc1,1,-9,16,-0.9,0,0,0.84,-1,-4
O=C(O)CCC(=O)c1cccc2ccccc12,1.1,0,-2,-0.8,-3,0,1,-11,-2

# Screening results (PubChem BioAssay)
